C diff growth: blocks growth of Clostridium difficile. growth activity, negative = inhibition, % at 16 µg/mL (by protocol). AID 1259249. Clostridium difficile clinical isolate growth, OD600, 24 h; active compounds read low. 0.25% of 86,000 active;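 active means mean growth activity at or below -80% and every replicate also at or below -80%; inconclusive means mean at or below -80% but some replicate above -80%; inactive means mean growth activity above -80%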;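 further: 0% = DMSO wells and -100% = levofloxacin 16 µg/mL wells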
Pf Dd2 inh: P. falciparum Dd2 growth inhibition. SYBR Green, 72 h; active compounds read low. activity change, % at 10 µM. 2.3% of 94,000 active; in the data active means activity change below about -80%; inconclusive means no clear call, values can overlap the other calls
GASC1 inh: blocks human GASC-1 (KDM4C) demethylase activity. inhibition, % at 12.5 µM. Q9H3R0. 0.15% of 96,000 active. GST-KDM4C 2-372, H3K9me3 peptide, LANCE TR-FRET;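 active means mean replicate inhibition above about 25%, with at least 55% of replicates also reaching it, limit read from the data, passing the limit was not always enough; inconclusive means only one of those two conditions met; inactive means neither condition met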
Target sequence (Q9H3R0 2-372 limits assumed): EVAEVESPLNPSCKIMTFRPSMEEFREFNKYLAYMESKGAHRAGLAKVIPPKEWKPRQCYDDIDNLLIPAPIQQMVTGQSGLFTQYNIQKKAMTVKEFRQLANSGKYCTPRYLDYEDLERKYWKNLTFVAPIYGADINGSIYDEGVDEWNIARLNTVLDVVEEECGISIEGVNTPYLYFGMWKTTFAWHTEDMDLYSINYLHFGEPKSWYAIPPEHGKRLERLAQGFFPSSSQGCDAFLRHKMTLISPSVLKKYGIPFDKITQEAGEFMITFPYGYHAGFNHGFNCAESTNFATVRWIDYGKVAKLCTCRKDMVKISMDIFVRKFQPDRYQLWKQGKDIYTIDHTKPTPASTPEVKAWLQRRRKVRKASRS
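Test system – GST-tagged GASC-1 (JMJD2C) catalytic fragment, aa 2-372 · Medium – HEPES buffer, pH 7.5, plus ascorbate · Reagent – H3K9me3 peptide with Fe(II)/2OG · Compound – one test concentration per compound · Timing – 30 min reaction, 60 min detection, RT · Technique – TR-FRET with Eu antibody and ULight streptavidin, EDTA stop · Read-out basis – inhibition from TR-FRET ratio decrease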
T cruzi growth: T. cruzi proliferation inhibition | inhibition, % at 8.34 µM | 5.9% of 77,000 active | T. cruzi beta-gal in NIH3T3, GalScreen luminescence, 90 h;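 active means mean inhibition above about 93%, with at least 55% of replicates each passing it, limit read from the data, passing the limit was not always enough; inconclusive means only one of those two conditions holds; inactive means neither condition holds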
* marks the source's active call; other numbers are inactive results; ? = inconclusive; / = not tested or not shown; & = joins results of further samples.

SMILES	C diff growth	Pf Dd2 inh	GASC1 inh	T cruzi growth
C[C@@H]1CCCCO[C@H](CN(C)Cc2ccc3c(c2)OCO3)[C@@H](C)CN([C@@H](C)CO)C(=O)c2cc(NC(=O)NC3CCCCC3)ccc2O1	11	/	1.2	94
C[C@H]1CN([C@@H](C)CO)C(=O)c2cc(-c3ccncc3)cnc2O[C@H]1CN(C)C(=O)CN1CCOCC1	-3	57	1.6	/
C[C@@H]1CCCCO[C@H](CN(C)S(=O)(=O)c2ccc(F)cc2)[C@H](C)CN([C@@H](C)CO)C(=O)c2cc(NS(=O)(=O)c3ccccc3)ccc2O1	7	-53	-1.8	112*
CO[C@H]1CN(C)C(=O)c2cc(NS(=O)(=O)c3cccc(C)c3)ccc2OC[C@@H](C)NC[C@H]1C	/	-11	-1.6	-18
COc1ccc(S(=O)(=O)Nc2ccc3c(c2)CC(=O)N([C@H](C)CO)C[C@H](C)[C@@H](CN(C)C(=O)Nc2ccc4c(c2)OCO4)O3)cc1	6	1	16	42
Cc1cccc(-c2ccc(C3[C@@H]4CNC[C@H]3N4)cc2)c1 (stereo partly specified)	-3	1	0.1	/
CN1C(=O)c2cc(NC(=O)Nc3cccc(Cl)c3)ccc2OC[C@H]2O[C@@H](CC(=O)O)CC[C@@H]21	-3	10	-1.6	6
CCCNC(=O)N(C)C[C@H]1Oc2ncc(C#CC3(O)CCCC3)cc2C(=O)N([C@H](C)CO)C[C@H]1C	5	22	-0.6	/
COCC(=O)N1CCCCN2[C@@H](CO)[C@H](c3ccc(C#Cc4ccccc4)cc3)[C@@H]2C1	3	37	-1.0	97*
CN1CCN(C(=O)C[C@H]2CC[C@@H]3[C@H](COC[C@H](O)CN3C(=O)c3ccc(F)cc3)O2)CC1	3	-1	0.7	-3
C[C@H](CO)N1C[C@H](C)[C@H](CN(C)S(=O)(=O)c2ccccc2)Oc2ncc(-c3cc4ccccc4o3)cc2C1=O	5	?	-1.4	95
O=C(O)C[C@@H]1C=C[C@H](NC(=O)CCN2CCCCC2)[C@@H](CO)O1	1	5	0.5	/
C[C@@H]1CN([C@H](C)CO)C(=O)c2ccccc2-c2ccccc2CO[C@@H]1CN(C)C(=O)CCN(C)C	-2	-1	0.0	7
CCCNC(=O)N1C[C@H]2[C@@H](c3ccccc31)[C@@H](CO)N2C(=O)Nc1ccc(F)cc1	-1	0	2.2	2
CC(C)C#Cc1ccc([C@@H]2[C@H](CO)N3CCCCN(C(=O)NC(C)C)C[C@@H]23)cc1	-6	18	1.0	103*
C[C@@H]1CN([C@H](C)CO)C(=O)Cc2cc(N(C)C)ccc2O[C@@H]1CN(C)C(=O)Nc1ccccc1	0	9	4.8	2
C[C@H](CO)N1C[C@H](C)[C@H](CN(C)S(=O)(=O)c2cn(C)cn2)Oc2ccc(NC(=O)C3CC3)cc2C1=O	/	11	1.8	-21
CO[C@@H]1CN(C)C(=O)c2ccc(NC(=O)C3CCCC3)cc2OC[C@H](C)N(C)C[C@H]1C	/	/	0.0	-12
C[C@@H]1CN([C@H](C)CO)C(=O)c2cc(NC(=O)CCCCCC(=O)Nc3ccccc3N)ccc2O[C@H]1CN(C)C(=O)Nc1ccc(C(F)(F)F)cc1	2	20	-2.7	/
COc1ccc(OC(=O)N(C)C[C@@H]2OCc3ccccc3-c3ccccc3C(=O)N([C@@H](C)CO)C[C@H]2C)cc1	-8	-26	0.0	37
C[C@H](CO)N1C[C@H](C)[C@H](CN(C)Cc2ccc(C(=O)O)cc2)Oc2c(NC(=O)Nc3ccc4c(c3)OCO4)cccc2C1=O	-2	18	0.9	-19
C[C@H](CO)N1C[C@H](C)[C@@H](CN(C)C(=O)CCCN(C)C)OCCCC[C@H](C)Oc2ccc(NC(=O)NC3CCCCC3)cc2C1=O	1	7	2.4	43
COCC(=O)N1C[C@@H]2[C@H](c3ccccc31)[C@@H](CO)N2Cc1cc(F)ccc1F	0	-10	-1.6	63
CC(C)NC(=O)Nc1ccc2c(c1)CC(=O)N([C@@H](C)CO)C[C@H](C)[C@@H](CN(C)C(=O)Nc1ccc3c(c1)OCO3)O2	4	30	3.3	5
CN1C(=O)c2cc(NC(=O)C3CCCC3)ccc2OC[C@H]2O[C@H](CC(=O)NCCc3ccncc3)CC[C@H]21	-1	-10	4.0	/
More records
SMILES	C diff growth	Pf Dd2 inh	GASC1 inh	T cruzi growth
CC(=O)N1[C@@H]2c3ccc(-c4cccnc4)c(=O)n3C[C@@H]2[C@@H](CO)[C@@H]1C(=O)NCc1ccccc1Cl	-4	4	-1.1	8
O=C(Nc1cc(F)ccc1F)N1CCCCN2[C@H](CO)[C@H](c3ccc(-c4ccncc4)cc3)[C@@H]2C1	4	12	-1.6	76
CC(C)CC#Cc1cnc2c(c1)C(=O)N([C@@H](C)CO)C[C@@H](C)[C@H](CN(C)C(=O)c1ccc(F)cc1)O2	-1	-8	13	48
C[C@H]1CN([C@@H](C)CO)C(=O)c2cc(C#Cc3ccccc3)cnc2O[C@@H]1CN(C)S(=O)(=O)c1ccccc1F	4	-49	/	?
CN1[C@H](C(=O)NCc2ccccc2F)[C@@H](CO)[C@@H]2Cn3c(ccc(C4=CCCC4)c3=O)[C@@H]21	-2	/	2.1	58
Cc1ccc(S(=O)(=O)Nc2ccc3c(c2)CC(=O)N([C@@H](C)CO)C[C@H](C)[C@H](CN(C)S(=O)(=O)c2ccc(Cl)cc2)O3)cc1	37	-61	-2.7	36
C[C@@H]1CN([C@@H](C)CO)C(=O)CCCn2nncc2CO[C@H]1CN(C)Cc1ccccc1C(F)(F)F	2	-5&-18	0.5	17&0
C[C@@H]1CN([C@H](C)CO)C(=O)c2cc(NS(=O)(=O)c3ccc(Cl)cc3)ccc2O[C@H]1CN(C)Cc1ccc(-c2ccccc2)cc1	11	9	0.4	42
CCC(=O)N1CC[C@@H]2[C@H]1c1cc(C#Cc3cccc(F)c3)ccc1N(C)[C@H]2CO	-6	-48	0.0	101
CC(C)NC(=O)N(C)C[C@@H]1Oc2c(NC(=O)NC3CCCCC3)cccc2C(=O)N([C@H](C)CO)C[C@H]1C	-4	10	6.7	-22
COc1ccc(C#Cc2ccc3c(c2)[C@H]2[C@H](CCN2C(=O)c2ccccn2)[C@@H](CO)N3)cc1	37	-91*	-2.5	/
CCCC(=O)Nc1ccc2c(c1)OC[C@@H](C)N(C(=O)c1ccccc1F)C[C@@H](C)[C@H](OC)CN(C)C2=O	/	/	-0.1	35
COCCNC(=O)C[C@H]1C=C[C@H](NC(=O)NC2CCCC2)[C@H](CO)O1	/	5	0.7	32
C[C@H]1CN([C@@H](C)CO)S(=O)(=O)c2ccc(-c3cccc(C#N)c3)cc2O[C@H]1CN(C)C	-2	3	0.6	-152
COc1ccc(S(=O)(=O)Nc2cccc3c2O[C@H](CN(C)S(=O)(=O)c2cn(C)cn2)[C@H](C)CN([C@@H](C)CO)C3=O)cc1	/	4	0.0	-22
COc1cccc(S(=O)(=O)N2CC[C@@H]3[C@H]2c2cc(C4=CCCCC4)ccc2N(C)[C@H]3CO)c1	2	-6	-0.8	23
CN1C[C@@H](O)COC[C@@H]2O[C@@H](CC(=O)NC3CCCC3)CC[C@H]21	5	5	1.5	60
C[C@@H]1CCCCO[C@H](CN(C)CC2CC2)[C@H](C)CN([C@@H](C)CO)C(=O)c2cc(NC(=O)Nc3ccc(F)cc3)ccc2O1	3	-1	-0.9	72
O=C(C[C@H]1C=C[C@H](NC(=O)Nc2ccc(C(F)(F)F)cc2)[C@@H](CO)O1)NCc1cc(F)cc(F)c1	-2	12	0.8	5
C/C=C/c1ccc([C@H]2[C@@H](CO)N(C(=O)CC)[C@H]2CNC(=O)CC2CC2)cc1	-4	11	1.2	21
CC(C)NC(=O)Nc1ccc2c(c1)CC(=O)N([C@H](C)CO)C[C@@H](C)[C@@H](CN(C)Cc1ccc(-c3ccccc3)cc1)O2	12	-45	0.9	64
C[C@@H]1CN([C@@H](C)CO)C(=O)c2cc(NS(=O)(=O)c3ccc(F)cc3)ccc2O[C@@H]1CN(C)S(=O)(=O)c1cn(C)cn1	-4	23	0.4	-12
N#C[C@@H]1[C@@H](c2ccc(C#CC3CCCC3)cc2)[C@H](CO)N1S(=O)(=O)c1ccccc1	-19	-29	-0.4	97*
C[C@@H]1CCCCO[C@H](CN(C)C(=O)Nc2ccc(F)cc2)[C@H](C)CN([C@@H](C)CO)C(=O)c2cc(NC(=O)Nc3ccc(C(F)(F)F)cc3)ccc2O1	4	-38	-0.7	97*
C[C@@H]1CN([C@@H](C)CO)C(=O)c2cc(NC(=O)C3CC3)ccc2O[C@H]1CN(C)C(=O)Nc1ccc(F)cc1	5	8	-0.7	2

The final 2 entries of the section above come first, to join the parts.
SMILES	C diff growth	Pf Dd2 inh	GASC1 inh	T cruzi growth
C[C@@H]1CCCCO[C@H](CN(C)C(=O)Nc2ccc(F)cc2)[C@H](C)CN([C@@H](C)CO)C(=O)c2cc(NC(=O)Nc3ccc(C(F)(F)F)cc3)ccc2O1	4	-38	-0.7	97*
C[C@@H]1CN([C@@H](C)CO)C(=O)c2cc(NC(=O)C3CC3)ccc2O[C@H]1CN(C)C(=O)Nc1ccc(F)cc1	5	8	-0.7	2
COc1ccccc1S(=O)(=O)N(C)C[C@H]1OCc2cnnn2CCCC(=O)N([C@@H](C)CO)C[C@H]1C	5	-1	/	9
COc1ccc(-c2cnc3c(c2)C(=O)N([C@H](C)CO)C[C@@H](C)[C@@H](CN(C)Cc2cccnc2)O3)cc1	0	9	0.0	21
CC(C)NC(=O)N1[C@@H](C#N)[C@H](c2ccc(C#CC3CCCCC3)cc2)[C@@H]1CO	-13	-37	3.2	100*
CC(=O)N1CC[C@H]2[C@@H]1c1cc(-c3ccc(C#N)cc3)ccc1N(C)[C@H]2CO	-7	-37	1.0	92
Cc1noc(C)c1NC(=O)Nc1ccc2c(c1)C(=O)N([C@@H](C)CO)C[C@@H](C)[C@@H](CN(C)S(=O)(=O)c1ccccc1)OCCCC[C@@H](C)O2	0	-28	-1.3	-26
C[C@H](CO)N1C[C@H](C)[C@H](CN(C)C(=O)Nc2ccccc2)Oc2ccc(NC(=O)Cc3cn(C)c4ccccc34)cc2C1=O	-6	-14	-0.5	11
CCS(=O)(=O)Nc1ccc2c(c1)C(=O)N(C)C[C@@H](OC)[C@H](C)CN[C@@H](C)CO2	-17	/	-0.7	-1
C/C=C/c1ccc([C@H]2[C@@H](CNC(C)=O)N(Cc3ccccn3)[C@H]2CO)cc1	/	2	2.4	39
O=C(c1ccc(F)cc1)N1CC(=O)N2[C@H](CO)[C@@H](c3ccc(C4=CCCC4)cc3)[C@H]2C1	3	6	-0.1	/
CS(=O)(=O)Nc1ccc2c(c1)[C@@H]1C[C@@H](CC(=O)NCc3ccccc3F)O[C@H](CO)[C@@H]1O2	2	25	-3.7	7
Cc1ccc(S(=O)(=O)Nc2ccc3c(c2)C(=O)N([C@@H](C)CO)C[C@@H](C)[C@H](CN(C)C(=O)Nc2ccc4c(c2)OCO4)O3)cc1	/	17	-4.1	2
C[C@H](CO)N1C[C@H](C)[C@@H](CN(C)CC2CC2)Oc2cc(-c3cncnc3)ccc2S1(=O)=O	/	-23	0.4	103
C[C@@H]1CN([C@@H](C)CO)C(=O)c2c(c3ccccc3n2C)-c2ccccc2CO[C@H]1CN(C)Cc1ccc(O)cc1	-1	-19	-0.4	/
Cc1ccc(S(=O)(=O)Nc2ccc3c(c2)CC(=O)N([C@H](C)CO)C[C@@H](C)[C@H](CN(C)C(=O)Nc2c(C)noc2C)O3)cc1	-6	7	-0.2	-23
CCS(=O)(=O)Nc1ccc2c(c1)C(=O)N(C)[C@H]1CC[C@@H](CC(=O)Nc3ccccc3)O[C@H]1CO2	0	-2	0.0	-11

Ordered by count of non-hydrogen atoms (high to low): part of the list above
SMILES	C diff growth	Pf Dd2 inh	GASC1 inh	T cruzi growth
C[C@H](CO)N1C[C@H](C)[C@H](CN(C)C(=O)Nc2ccccc2)Oc2ccc(NC(=O)Cc3cn(C)c4ccccc34)cc2C1=O	-6	-14	-0.5	11
COc1ccc(S(=O)(=O)Nc2cccc3c2O[C@H](CN(C)S(=O)(=O)c2cn(C)cn2)[C@H](C)CN([C@@H](C)CO)C3=O)cc1	/	4	0.0	-22
CC(C)NC(=O)Nc1ccc2c(c1)CC(=O)N([C@@H](C)CO)C[C@H](C)[C@@H](CN(C)C(=O)Nc1ccc3c(c1)OCO3)O2	4	30	3.3	5
C[C@H](CO)N1C[C@H](C)[C@H](CN(C)S(=O)(=O)c2cn(C)cn2)Oc2ccc(NC(=O)C3CC3)cc2C1=O	/	11	1.8	-21
O=C(Nc1cc(F)ccc1F)N1CCCCN2[C@H](CO)[C@H](c3ccc(-c4ccncc4)cc3)[C@@H]2C1	4	12	-1.6	76
CCC(=O)N1CC[C@@H]2[C@H]1c1cc(C#Cc3cccc(F)c3)ccc1N(C)[C@H]2CO	-6	-48	0.0	101
Cc1cccc(-c2ccc(C3[C@@H]4CNC[C@H]3N4)cc2)c1 (stereo partly specified)	-3	1	0.1	/

Screening data deposited in PubChem BioAssay by Broad Institute.
